# Cneo AK release: Cryptococcus neoformans lysis via adenylate kinase release. C. neoformans lysis, adenylate kinase release luminescence, 4 h; normalised: neutral wells 0, clomiphene wells 100. lysis activity, % at 15 µM. 0.2% of 360,000 active. AID 651654;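 active = mean lysis activity across replicates of at least 80%, whatever share of replicates individually reach that level; inactive = mean lysis activity below 80%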
#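 Assay system: C. neoformans cells. Amount: yeast cell density of 5 × 10^6 cells/mL. Technique: AK luminescence. Buffer or medium: YPD. Times: static 4 h at 37 °C with compound, 1 h detection. Dosing: single-point compound dose. Read-out: lysis from increased AK signal.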
# INS-1E GSIS act: primary screen for activators of insulin secretion dependent on glucose, INS-1E cells, GLuc reporter luminescence; INS-1E GLuc reporter insulin secretion, 2-3 h; activation, % at 16.6 µM; 0.61% of 370,000 active;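 active = lowest replicate activation of at least 40%, so every replicate reaches that level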;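 also: 0% = median of neutral control wells and 100% = median of IBMX positive control wells; some compounds called inactive have numbers as strong as hits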
# LGR2 inh: Drosophila LGR2 receptor signaling inhibition; HEK293 LGR2, CRE-luciferase, bursicon-stimulated, 4 h; inhibition, % at 9.99 µM; 0.35% of 380,000 active; AID 720647;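 active = drop in luminescence signal, shown as inhibition above about 50% in the replicate tests, limit read from the data, passing the limit was not always enough; inconclusive = probably only some replicates passing the limit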;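 also: agonist challenge used bursicon conditioned medium at about half maximal strength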
# ARNT-TACC3 inh: disrupts binding between human ARNT and TACC3; Q9Y6A5; 0.66% of 390,000 active; AlphaScreen His-ARNT PAS-B/GST-TACC3 binding, luminescence; TACC3 fragment carries E629A point mutation; inhibition, % at 9.99 µM;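 active = mean inhibition of replicates at least 50% and at least half of replicates each reaching 50%; inconclusive = half or more replicates reach 50% but mean below 50%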;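 also: 0% = complete ARNT plus TACC3 wells and 100% = ARNT alone without TACC3; many hits fall short of the cut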
# PglD DTNB: inhibitors of Campylobacter jejuni PglD acetyltransferase; purified PglD enzyme, DTNB colorimetric CoA detection; inhibition, % at 12.5 µM; 0.098% of 360,000 active; in the data active = inhibition above about 16%, passing the limit was not always enough; inconclusive = no clear call, values can overlap the other calls; also: strong numbers were not always called active
# PGC1a acetyl inh: modulators of PGC1a acetylation. 0.17% of 350,000 active. AID 651687. U2OS PGC1a acetylation, AlphaScreen anti-acetyl-lysine; with virally co-expressed GCN5 acetyltransferase. inhibition, % at 15.6 µM;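 active = every replicate shows inhibition of at least 40%; inconclusive = mean inhibition at least 40% but some replicate below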;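 also: 0% = neutral control wells and 100% = positive control wells; some results beyond the cut were filed as inactive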
# PAX8 inh HTS: lowers PAX8-driven luciferase in RMG-I cells. RMG-I TPO-luciferase reporter, SteadyGlo, 24 h. inhibition, % at 12.6 µM. 1.2% of 360,000 active;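 active = mean replicate inhibition at least 60% with every replicate also reaching 60%; inconclusive = only one of the two criteria is met; inactive = mean below 60% and not all replicates reaching 60%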;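 also: luciferase light reporting Pax8 driven TPO promoter activity; plate controls were median of neutral control wells for no effect and mitoxantrone controls for full effect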
# C2C12 statin: suppression of simvastatin myotoxicity. rescue of ATP level, % at 7.49 µM. 0.78% of 330,000 active. C2C12 myotubes + simvastatin, ATP luminescence, 48 h; scaled: DMSO 0, geranylgeraniol control 100;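 active = mean ATP rescue above about 67%, or every replicate alone reaching that limit, limit read from the data, passing the limit was not always enough; inconclusive = no clear call, values can overlap the other calls; inactive = mean under the limit and some replicate under it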;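 also: myotubes were challenged with 10 µM simvastatin during compound exposure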
# * hit, by the source's call; ? = inconclusive; nt = not tested or not shown; & = joins results of further samples. The order is random. About 2.9% of those tested had a hit in this group.
# Under each structure: ARNT-TACC3 inh, Cneo AK release, PAX8 inh HTS, C2C12 statin, PGC1a acetyl inh, INS-1E GSIS act, PglD DTNB, LGR2 inh
> COc1ccc(OCc2nc(N)nc(Nc3ccccc3)n2)cc1
  0, -1, nt, nt, -3, nt, -1, nt
> C[C@H](CO)N1C[C@H](C)[C@@H](CN(C)C(=O)Cc2ccccc2)OCCCC[C@H](C)Oc2ccc(NC(=O)Nc3ccc4c(c3)OCO4)cc2C1=O
  9, 2, -12, nt, -1, -7, -2, 10
> COc1cc2c(cc1CNC[C@H]1O[C@@H](n3cnc(C(N)=O)n3)[C@H](O)[C@@H]1O)OCO2
  -7, 2, 3, 0, -3, 21, 1, 6
> CCCn1c(SCC(=O)NC2CCCCC2)nnc1-c1cccnc1
  -3, -1, 3, 11, -2, -8, -5, -8
> CC(C)(C)C(=O)O/N=C(\N)c1ccc(Br)cc1
  0, nt, 0, nt, nt, -7, nt, -10
> O=C(c1ccc(F)cc1)C1CCN(C(=O)Nc2ccccc2Cl)CC1
  0, nt, 11, nt, nt, -22, nt, -24
> O=C(N/N=C/c1ccc(N2CCOCC2)cc1)c1ccccc1NS(=O)(=O)c1cccs1
  13, nt, -10, nt, 0, -22, nt, -13
> CCOC(=O)c1c(C)[nH]c(C(=O)COC(=O)c2ccncc2)c1C
  -3, 3, nt, nt, 2, nt, -2, nt
> Cc1oc(-c2ccccc2F)nc1CN1CCC(C(=O)NC2CC2)CC1
  -2, 3, nt, -12, -2, nt, -5, nt
> Cc1cccc(NC(=O)NC2CCCc3ccccc32)c1 (configuration not stated)
  -5, 1, 10, 7, nt, 18, 0, -7
> O=C(/C=C/Nc1ccccc1)c1cnc(-c2ccccc2)s1
  -5, -3, nt, nt, -10, nt, 1, nt
> CCC(=O)N(C)C[C@H]1Oc2ncc(C#CCc3ccccc3)cc2C(=O)N([C@H](C)CO)C[C@H]1C
  -3, -5, nt, 16, 1, -3, 2, 4
> O=C(CSc1nnc(NC(=O)c2ccco2)s1)Nc1cccc(F)c1
  -4, 1, nt, 6, 0, 3, -6, -10
> CCOC(=O)c1cc(CC)sc1NC(=O)CN1CCN(C(=O)c2ccco2)CC1
  nt, -2, 2, nt, nt, -45, 1, 5
> CC(C)(C)c1ccc(C(O)c2ncc(-c3cccc(F)c3)[nH]2)cc1 (configuration not stated)
  nt, 0, -5, -4, nt, nt, -3, nt
> Cn1c(N)c(C(=O)COC(=O)c2ccc3c(c2)C(=O)N(c2ccc(Cl)cc2)C3=O)c(=O)n(C)c1=O
  -3, nt, -4, nt, 9, -2, nt, -2
> Cc1cc(C(=O)NC2CCCc3c2cnn3-c2cc(F)cc(F)c2)nn1C (configuration not stated)
  -2, -4, -18, 8, nt, 10, -1, -7
> C[C@@H]1CN([C@@H](C)CO)S(=O)(=O)c2ccc(C#C[C@@H](C)O)cc2O[C@H]1CN(C)Cc1ccc(-c2ccccc2)cc1
  0, 0, 92*, -42, 0, -6, 3, 2
> COc1ccc(C(=O)N/C(=C/c2ccco2)C(=O)NC2CCS(=O)(=O)C2)cc1 (configuration not stated)
  -3, nt, -4, nt, 6, 13, nt, -26
> Cc1c(/C=N/NC(=O)c2cc(=O)[nH]c(=O)[nH]2)c2ccccn2c1C(=O)c1ccccc1
  -13, 2, nt, -11, 1, -2, 4, nt
> COC(=O)C1CCN(C(=O)CN(C)Cc2ccc(C(C)(C)C)cc2)CC1
  2, 0, 0, -2, nt, 8, -4, 5
> OCC1(CO)COC2(CCCC2)N1
  -2, 9, nt, -1, -4, nt, -2, nt
> CC(C)Sc1n[nH]c(=O)n1-c1cccc(C(F)(F)F)c1
  -8, 7, -9, 4, -6, 11, 4, -2
> COc1ccc(N(C(C)C(=O)NN=C2CCCCCCC2)S(C)(=O)=O)cc1 (configuration not stated)
  0, nt, -2, -6, 4, 13, nt, 9
> O=C(/C=C/N1CCOCC1)c1ccc(-c2ccccc2)cc1
  -17, 3, nt, 9, 1, nt, -1, nt
> COc1ccc(/C=N/n2c(N)c(S(=O)(=O)c3cccs3)c3nc4ccccc4nc32)cc1OC
  -11, -1, nt, -12, 8, nt, 2, nt
> CC1(C)NC(=O)N(CCC(=O)Nc2cc(C(F)(F)F)ccc2Cl)C1=O
  13, -1, 9, 5, 4, 1, -6, -10
> Cn1nc(C(=O)NC(C)(C)C)c2ccccc21
  18, nt, 6, nt, nt, 28, nt, -33
> C[C@@H]1CCCCO[C@@H](CN(C)C(=O)NC2CCCCC2)[C@@H](C)CN([C@H](C)CO)C(=O)c2cc(NS(=O)(=O)c3ccccc3)ccc2O1
  nt, -2, -69, nt, 6, 3, 3, 0
> CCCCn1c(N)c(N(CCOC)C(=O)c2oc3ccc(OC)cc3c2C)c(=O)[nH]c1=O
  2, 0, 10, nt, -5, 6, -5, 6
> CCN1C(=O)C2(C(C(=O)c3ccc(C)o3)=C(O)C(=O)N2CCCN(C)C)c2ccccc21 (configuration not stated)
  nt, 1, -11, nt, 1, nt, 11, nt
> Cc1ccc2c(c1)nnn2C1CCN(S(=O)(=O)c2ccc(C(=O)N3CC(C)CC(C)C3)cc2)CC1 (configuration not stated)
  -7, -4, 17, -14, 16, -36, 4, nt
> CN(CCOc1ccccc1)C(=O)c1ccc(N2CCCC2)c([N+](=O)[O-])c1
  17, nt, -8, 4, nt, -16, nt, -18
> CCCNc1nc2c(c(=O)[nH]c(=O)n2C)n1CCC(C)C
  -2, 0, nt, -3, 45, nt, 6, nt
> CCCN1[C@@H]2Cn3c(ccc(-c4ccc(F)cc4)c3=O)[C@H]1[C@@H](C(=O)NCC1CC1)[C@@H]2CO
  -9, 0, -11, 9, nt, -5, 4, 9
> CN(Cc1ccc2nsnc2c1)C(=O)C1CCC(=O)N(CCc2ccccc2)C1 (configuration not stated)
  nt, -1, -62, 0, nt, 6, -9, 4
> COc1ccc(S(=O)(=O)Nc2ccc3c(c2)C(=O)N([C@@H](C)CO)C[C@H](C)[C@@H](CN(C)Cc2ccncc2)O3)cc1
  -3, 0, -15, -4, 6, -3, -5, -2
> Cc1noc(C)c1NC(=O)N(C)C[C@H]1Oc2c(NS(=O)(=O)c3ccc(Cl)cc3)cccc2C(=O)N([C@@H](C)CO)C[C@@H]1C
  -1, -6, nt, nt, -5, 1, 0, -1
> CCC(C)NS(=O)(=O)c1ccc(OCC(=O)NCc2ccc(OC)cc2)cc1 (configuration not stated)
  3, nt, -12, nt, -11, -1, nt, 27
> CN(C)C(=O)C[C@@H]1C[C@H]2c3cc(NC(=O)Nc4ccccc4)ccc3O[C@H]2[C@H](CO)O1
  -3, -1, -5, 4, -4, -1, -2, 5
> COc1ccc(CC(=O)Nc2nc(-c3cc(OC)ccc3OC)cs2)cc1
  5, nt, -14, 7, 9, -8, nt, -4
> CC(=O)N1N=C(c2ccc(NS(C)(=O)=O)cc2)CC1c1ccc2nccnc2c1 (configuration not stated)
  -4, nt, 2, nt, nt, 9, nt, 3
> O=C(COC(=O)c1cc([N+](=O)[O-])ccc1N1CCOCC1)c1ccc(OC(F)F)cc1OC(F)F
  1, nt, 15, -22, nt, -7, nt, 6
> CCN(CC)S(=O)(=O)c1cccc(NN=c2c(=O)c3ccccc3c2=O)c1
  -1, 11, 7, 9, 10, 9, -2, 1
> COc1ccc(C(C(=O)NC2CCCC2)N(Cc2ccccc2)C(=O)c2nsc(Cl)c2Cl)cc1 (configuration not stated)
  -6, -4, nt, -52, -6, -33, 3, 24
> O=C(C1=C[C@H](c2ccc3c(c2)OCO3)C[C@H](OCc2ccc(CO)cc2)O1)N1CCN(Cc2ccc3c(c2)OCO3)CC1
  15&-12&-18, -9&-2&-2, 24&5, 5, 1&1&1, nt, -6&0&-4, 5
> O=C(CCN1CCOCC1)Nc1ccccc1
  -4, -9, 7, 6, 1, nt, 2, nt
> COc1ccc(CN2CCCC(C(=O)Nc3cccc(-n4cnnn4)c3)C2)c(C)c1C (configuration not stated)
  0, -3, 9, 5, -2, -3, 3, 2
> O=C(COc1cc2oc(=O)c3c(c2cc1Cl)CCC3)Nc1cccnc1
  2, 0, -28, -3, 13, 21, 7, 5
> O=C(CSc1ncccn1)Nc1cccc2ccccc12
  -2, 1, -16, 2, nt, 7, 1, 0
> COc1ccc(N(CC(=O)N/N=C/c2cc(Br)c(C)o2)S(=O)(=O)c2ccc(NC(C)=O)cc2)cc1
  20, nt, -13, nt, nt, -18, nt, -15
> CCN(CC)C(=O)COc1cc(C)cc2oc(=O)cc(-c3ccccc3)c12
  7, 1, nt, -29, 6, nt, 0, nt
> O=C(Nc1cc(-c2ccccc2)nn1-c1ccccc1)c1ccccc1F
  -5, 0, -26, ?, -18, -1, 1, 20
> O=C(COc1ccc([N+](=O)[O-])cc1)Nc1ccc(N2CCN(C(=O)c3ccco3)CC2)cc1
  2, 0, -1, 11, 0, -3, 0, -10
> CC(=O)N1c2ccc(S(=O)(=O)N3CCC(C(=O)NCc4ccc(C)cc4)CC3)cc2CC1C (configuration not stated)
  -2, -1, 3, 17, -12, -32, 2, -3
> Cc1nn(C)cc1CN(C)C(=O)C1CCC(=O)N(CCc2cccc(F)c2)C1 (configuration not stated)
  nt, 1, -2, -4, 16, -6, 1, 12
> Cc1nn(Cc2ccc(Cl)cc2Cl)c(C)c1NC(=O)c1ccc(COc2cc(Cl)ccc2Cl)o1
  -5, 1, nt, nt, 6, nt, -1, nt
> CO[C@@H]1CN(C)C(=O)c2cc(NC(=O)C3CCCCC3)ccc2OC[C@@H](C)N(C(=O)c2ccccc2)C[C@H]1C
  7, 6, 4, 5, 24, nt, 2, nt
> CC(C)OCCCNC(=O)CCc1nc(-c2ccccc2)no1
  -10, -3, -4, 8, 1, 4, -3, nt
> Cc1ccc(C)c(CN2C(=O)C(C)Oc3ccc(C)cc32)c1 (configuration not stated)
  0, -3, nt, 8, 0, nt, -5, nt

# Remaining list, next part:
# Under each structure: ARNT-TACC3 inh, Cneo AK release, PAX8 inh HTS, C2C12 statin, PGC1a acetyl inh, INS-1E GSIS act, PglD DTNB, LGR2 inh
> O=c1[nH]c(Cc2ccccn2)nc2scc(-c3ccc(Cl)cc3)c12
  -24, -4, 4, -8, 6, -11, -5, -13
> O=C(N/N=C/c1cn(-c2ccccc2)nc1-c1ccc(F)cc1)c1ccc(Br)o1
  2, 1, nt, 3, 2, nt, 1, nt
> COc1ccc(S(=O)(=O)N(C)C[C@@H]2Oc3c(cccc3N(C)C)C(=O)N([C@H](C)CO)C[C@H]2C)cc1
  -1, 1, -2, -17, -4, -3, 2, -6
> CCCCOc1cccc(C(=O)NC(=S)Nc2ccc(Cl)c(C(=O)O)c2)c1
  -6, -3, -5, -12, 1, -5, -7, 10
> COc1ccc(Nc2nc(N)nc(CSC(=S)N3CCN(C)CC3)n2)cc1
  nt, 1, -31, -3, 1, 5, -1, -16
> O=C(NCc1ccco1)c1nnc(Cc2ccc(Cl)cc2)o1
  0, 0, -3, nt, -9, -3, 2, 4
> O=C(C[C@@H]1C=C[C@H](NS(=O)(=O)c2cccc(F)c2)[C@H](CO)O1)N1CCCCC1
  nt, 3, -18, 0, -4, 1, -2, -2
> Cc1nn(C)cc1/C=C/C(=O)c1ccccc1
  6, -8, nt, 16, 8, nt, 6, nt
> CCOc1ncccc1C(=O)OCC(=O)Nc1cc(S(=O)(=O)N2CCCCC2)ccc1Cl
  -9, 0, 3, 6, nt, -6, 2, -33
> O=C(OC(C(=O)NCc1ccccc1)c1ccco1)c1ccccc1 (configuration not stated)
  -4, 1, -30, nt, 5, nt, -1, nt
> CCOc1ccc(-c2nc(CSCC(=O)NCCCN3CCCC3=O)c(C)o2)cc1
  -1, 10, 1, 2, -12, 16, -3, -20

# Screens (PubChem BioAssay)
